Tau fibril FP – qHTS for Inhibitors of Tau Fibril Formation, Fluorescence Polarization; Potency, µM (series often up to 57.7 µM), for inactives: at the highest dose activity, negative = inhibition, actives largely listed as inhibitors; 280,000 tested, 0.39% active; Microtubule-associated protein tau (Homo sapiens), P10636; AID 1468, 2008; K18 P301L tau heparin fibrillization, Alexa594 FP, 6 h; further: nearly all actives have a fitted effect of over 55% in size
Target sequence (P10636 561-689 P618L limits assumed): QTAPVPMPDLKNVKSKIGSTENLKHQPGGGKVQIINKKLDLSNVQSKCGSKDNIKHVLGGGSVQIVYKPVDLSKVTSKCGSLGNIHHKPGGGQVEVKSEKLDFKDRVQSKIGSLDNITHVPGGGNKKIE
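Recombinant K18 P301L […], labeled with Alexa 594 at 0.24 uM over 15 uM unlabeled; heparin inducer 20 uM final; 37 C, 6 hr; FP endpoint.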
Tau fibril ThT – qHTS for Inhibitors of Tau Fibril Formation, Thioflavin T Binding. Microtubule-associated protein tau (Homo sapiens), P10636. recombinant tau K18 P301L, heparin-induced fibrillization, ThT fluorescence. Potency, µM (top dose mostly 57.4 µM), without a hit: at the highest dose activity, negative = inhibition, most hits filed as inhibitors. 270,000 tested, 2.1% active. AID 1460, 2008; further: nearly all actives have a fitted effect of over 55% in size
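Fibril formation assay: tau K18 P301L at 15 uM with trace Alexa 594 label, heparin inducer 20 uM, pH 7 sodium acetate buffer, 37 C for 6 hr; endpoint ThT signal.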
Tau fluor counter – Counterscreen qHTS for Inhibitors of Tau Fibril Formation, Fluorescence Polarization | tau K18 P301L Alexa594 fluorescence, heparin fibrillization | Potency, µM (doses to about 57.7 µM), for inactives: at the highest dose activity change, negative = decrease | 280,000 tested, 0.93% active | AID 1463, 2008; further: nearly all actives have a fitted effect of over 55% in size
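Human tau K18 P301L (15 uM unlabeled, 0.24 uM Alexa 594-labeled) in 100 mM sodium acetate pH 7 with 20 uM heparin, 6 hr at 37 C. ThT 30 uM added, 1 hr ambient; Alexa 594 FP and total fluorescence read at 555/632 nm.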
* marks the source's active call; other numbers are inactive results; ? = inconclusive. The call rests on the fitted dose curve; in most records, active means well fitted curve in the direction sought with a large enough effect; inconclusive means small, poorly fitted or top-dose-only effect, or another doubt; inactive means no such curve, though single readings can be large; an effect the other way counts as inactive or inconclusive. On the % scale 0 is the no-effect control and ±100 the full control effect; potency means the concentration at half of the fitted maximal effect. This is a subset, so the mix of outcomes need not match the whole.

Values run as follows: Tau fibril FP	Tau fibril ThT	Tau fluor counter
- COc1ccccc1-c1noc(-c2ccc(N3CCOCC3)c([N+](=O)[O-])c2)n1
 : 4%	3%	2%
- CN1C(C(=O)Nc2ccc(OC(F)(F)F)cc2)=CC(c2ccc3c(c2)OCO3)=NS1(=O)=O
 : -2%	-8%	-16%
- COc1ccc2c(CNCc3ccco3)c(C(=O)O)n(Cc3cccc(F)c3)c2c1
 : -3%	-2%	-12%
- Cn1c(CNC(=O)CSc2n[nH]c(-c3ccccc3Cl)n2)nc2ccccc21
 : -7%	-6%	-8%
- Cc1cccc(N2C(=O)C(CC(=O)Nc3ccc(F)cc3)N(C3CCCC3)C2=O)c1 (stereo not drawn)
 : -13%	9%	-21%
- O=C(CSc1nccn1Cc1ccc(F)cc1)Nc1ccc2c(c1)OCO2
 : 6%	2%	-12%
- COc1ccc(C2C(=O)N(C3CCC(C)CC3)CC(=O)N2C2CCCCC2)cc1OC (stereo not drawn)
 : 0%	1%	-4%
- CCS(=O)(=O)Nc1ccc(-c2cn3ccsc3n2)cc1
 : -2%	-14%	1%
- CC(=O)Nc1cccc(NC(=O)CSc2cn(CC(=O)N(C(C)C)C(C)C)c3ccccc23)c1
 : -9%	-9%	-14%
- COc1ccc(CNS(=O)(=O)c2cc3c(cc2C)n(C)c(=O)c(=O)n3C)cc1
 : -7%	-6%	-4%

The final 5 records of the part above come first, to join the parts.
Values run as follows: Tau fibril FP	Tau fibril ThT	Tau fluor counter
- O=C(CSc1nccn1Cc1ccc(F)cc1)Nc1ccc2c(c1)OCO2
 : 6%	2%	-12%
- COc1ccc(C2C(=O)N(C3CCC(C)CC3)CC(=O)N2C2CCCCC2)cc1OC (stereo not drawn)
 : 0%	1%	-4%
- CCS(=O)(=O)Nc1ccc(-c2cn3ccsc3n2)cc1
 : -2%	-14%	1%
- CC(=O)Nc1cccc(NC(=O)CSc2cn(CC(=O)N(C(C)C)C(C)C)c3ccccc23)c1
 : -9%	-9%	-14%
- COc1ccc(CNS(=O)(=O)c2cc3c(cc2C)n(C)c(=O)c(=O)n3C)cc1
 : -7%	-6%	-4%
- CCC1CN(C(=O)N2CCC(C(=O)NCc3ccc(OC)cc3OC)CC2)c2cc(C)ccc2O1 (stereo not drawn)
 : -2%	-10%	-20%
- CCCN(C(=O)Nc1cn(CC(C)C)c(=O)c2ccccc12)c1ccc(F)cc1
 : 7%	0%	3%
- COc1ccc(Br)cc1CNC(=O)c1cnc2sc(N3CCCCCC3)nn2c1=O
 : 3%	-16%	-13%
- CC(CNC(=O)c1cc(-c2ccccc2)n[nH]1)c1ccccc1 (stereo not drawn)
 : -5%	-11%	-26%
- O=C(NCc1ccc(F)cc1)c1ccc(CS(=O)(=O)c2ccc(Cl)cc2)o1
 : 1%	8%	-7%
- O=C(NCCCc1ccccc1)C1CCN(C(=O)N2CCOc3ccc(Cl)cc32)CC1
 : -10%	?	-5%
- O=[N+]([O-])c1cc(-c2nc(-c3ccccc3)no2)ccc1NCC1CCCO1 (stereo not drawn)
 : 6%	-8%	-14%
- COc1ccc(N2CC(NC(=O)c3ccc4c(c3)OCO4)CC2=O)cc1OC (stereo not drawn)
 : -5%	-4%	-2%
- CCOc1ccc(C(=O)Nc2ccc(-c3nc4ccccc4s3)c(C)c2)cc1OCC
 : -6%	?	-8%
- CCN(CC)c1ncnc2c1cnn2-c1cc(Cl)ccc1C
 : -2%	-6%	-9%
- Cc1cccc(N2CCN(S(=O)(=O)c3ccc(-c4cc(C(F)(F)F)on4)s3)CC2)c1C
 : ?	5%	-7%
- CCc1ccc(S(=O)(=O)Nc2cc3c(cc2C)n(C)c(=O)c(=O)n3C)cc1
 : 2%	1%	2%
- CCCOc1ccc(NC(=O)CC2C(=O)N(c3ccc(C)cc3)C(=O)N2CCc2ccncc2)cc1 (stereo not drawn)
 : 4%	-15%	-29%
- COc1ccc(-c2nc3sc(CCNS(=O)(=O)c4ccccc4)c(C)n3n2)cc1
 : ?	-7%	-11%
- CC(C)CC(=O)Nc1c(C(=O)N2CCN(c3ccccc3F)CC2)oc2ccccc12
 : ?	?	-16%
- Cc1cc(C(=O)N2CCN(c3ccccc3F)CC2)c2c(C)nn(-c3ccccc3)c2n1
 : -8%	-14%	-23%
- CCc1c(C)sc2c1CCN(C(=O)Nc1cc(C)cc(C)c1)C2c1ccccc1 (stereo not drawn)
 : -8%	-6%	-3%
- Cc1ccccc1NCc1cccn1-c1nnc(N2CCOCC2)s1
 : 4%	-14%	-25%
- Cc1ccc(S(=O)(=O)c2cn(Cc3ccccc3)c3cc(N4CCCCC4)c(F)cc3c2=O)cc1
 : 1%	2%	7%
- Cc1cc(C)cc(NC(=O)CSCc2cc(=O)c3ccc(C)c(C)c3[nH]2)c1
 : -13%	-2%	-6%
- COc1ccc(-c2cc3c(=O)n(CC(=O)Nc4cc(F)ccc4F)ccn3n2)cc1OC
 : -1%	-11%	0%
- CCOC(=O)c1[nH]c(C)c(C(=O)NCc2ccccc2Cl)c1C
 : 1%	2%	-27%
- CCOC(=O)c1cccc(NC(c2nnc(-c3ccccc3)o2)c2ccccc2F)c1 (stereo not drawn)
 : 3%	-8%	-15%
- COc1ccc(CC(=O)N2CCc3cc(OC)c(OC)cc3C2COc2ccc(F)cc2)cc1OC (stereo not drawn)
 : 5%	1%	-3%
- CCOc1ccc(-c2cn3c(n2)sc2cc(C(=O)NCCC4=CCCCC4)ccc23)cc1
 : -12%	5%	-6%
- Cc1cc(C)c(/C=C/c2onc(C)c2S(=O)(=O)N2CCC(C(=O)NCc3ccco3)CC2)c(C)c1
 : 2%	-7%	-13%
- CC(C)c1nn2c(=O)cc(COC(=O)C3CCCCC3)nc2s1
 : -3%	-3%	-9%
- CNS(=O)(=O)c1cn(CC(=O)Nc2ccc(C)cc2C)cc1S(=O)(=O)NC
 : 0%	15%	9%
- Cn1cc(S(=O)(=O)c2ccccc2)c(=O)c2cc(F)c(N3CCCC3)cc21
 : -3%	1%	0%
- Cc1ccc(NC(=O)Nc2nc3c(s2)CCCCCC3)cc1C
 : -4%	-3%	?

Single records, from the list above. Order of screens: Tau fibril FP	Tau fibril ThT	Tau fluor counter
CC(C)c1nn2c(=O)cc(COC(=O)C3CCCCC3)nc2s1 is entered as -3%	-3%	-9%
COc1ccc(-c2cc3c(=O)n(CC(=O)Nc4cc(F)ccc4F)ccn3n2)cc1OC is entered as -1%	-11%	0%

Carrying on.
Values run as follows: Tau fibril FP	Tau fibril ThT	Tau fluor counter
- CC(=O)c1ccc(NC(=O)CN2C(=O)CN(C)C(=O)c3ccccc32)cc1
 : 4%	17%	11%
- COc1ccccc1N1CCN(C(CNC(=O)C(=O)NCCc2ccccc2)c2cccnc2)CC1 (stereo not drawn)
 : ?	-10%	-5%
- CCc1c(C)sc2c1CCN(C(=O)Nc1ccccc1C(=O)OC)C2c1ccc(OC)cc1 (stereo not drawn)
 : -13%	1%	-1%
- N#Cc1cccc(NC(=O)CCNS(=O)(=O)c2ccc3c(c2)CCN3C(=O)C2CC2)c1
 : -1%	-5%	-13%
- COc1cc(OC)c(OC)cc1CN1CCc2nc(N3CCN(c4ncccn4)CC3)ncc2C1
 : 9%	?	10%
- Cc1ccc(Cl)cc1-n1ncc2c(NC3CCCCCC3)ncnc21
 : -4%	-3%	-13%
- CCc1ccc(OC(=O)c2sc3ncn(Cc4cccc(F)c4)c(=O)c3c2C)cc1
 : ?	1%	-18%
- O=C(Nc1ccc(N2CCC(N3CCCCC3)CC2)c(C(=O)O)c1)c1ccccc1
 : -3%	-13%	-15%
- COc1ccc(-c2nnc(SCC(=O)Nc3ccccc3C)o2)cc1OC
 : -7%	10%	-5%
- COc1ccc(-c2onc(C)c2C)cc1S(=O)(=O)N1CCN(c2cc(C)ccc2C)CC1
 : -1%	-8%	-28%
- CCCn1c2ccccc2c2cnn(CC(=O)Nc3cc(OC)c(OC)c(OC)c3)c(=O)c21
 : 6%	-3%	-16%
- CC(C)(C)C(=O)NC1CC(=O)N(c2ccc3c(c2)OCCO3)C1 (stereo not drawn)
 : -8%	0%	0%
- COC(=O)c1c(-c2cccs2)csc1NC(=O)c1ccc(Cl)cc1
 : ?	13µM*	-28%
- COc1ccc(NC(=O)CSCc2cc(=O)c3cc(Cl)ccc3[nH]2)cc1
 : -1%	-3%	-3%
- Cc1ccc(C(=O)Nc2ccc3c(c2)N(C)C(=O)c2ccccc2S3)cc1F
 : ?	0%	?
- COc1ccc(-c2nn(CC(=O)Nc3ccccc3F)c3c2cnc2ccc(F)cc23)cc1
 : ?	-16%	-5%
- Cc1ccc2nc(CSc3nnc(NC(=O)c4cccc(Br)c4)s3)cc(=O)n2c1
 : 1%	-16%	-15%
- Cc1ccc(Nc2ncnc3c2nc2n3CCCC2)cc1F
 : 5%	-9%	-1%
- O=C(OCc1cc(=O)n2nc(-c3cccs3)sc2n1)c1cccc(Cl)c1
 : -8%	?	-13%
- Cc1ccc(CN2C(=O)N(c3ccc(C)c(Cl)c3)S(=O)(=O)c3ccccc32)cc1
 : ?	12%	-8%

Later entries
canonical_smiles,Tau fibril FP,Tau fibril ThT,Tau fluor counter
Cc1ccccc1CNC(=O)CN1C(=O)CSc2ccc(S(=O)(=O)N(C)C)cc21,-8%,1%,-5%
COc1cc(NC(=O)CSc2nc3nc(C)c(Cc4ccccc4)c(C)n3n2)cc(OC)c1,4%,?,-26%
Cc1ccc(NC(=O)CN2C(=O)CCc3cc(S(=O)(=O)N4CCOCC4)ccc32)c(C)c1,-1%,-1%,-6%
O=C1C(=O)N(C2CCN(C(=O)c3cccc(Cl)c3)CC2)CCN1Cc1ccc(F)cc1,1%,-2%,-3%
CCOC(=O)N1CCc2c(sc(NCc3ccc(OC)c(Br)c3)c2C(=O)Nc2cc(OC)ccc2OC)C1,-2%,14µM*,?
COc1ccc(Cn2ccc3nc(C)c(C(=O)N4CCN(c5ccc(F)cc5)CC4)cc3c2=O)cc1,0%,-1%,-6%
CCCN(Cc1cccs1)C(=O)Nc1cc(Cl)ccc1C,-7%,-8%,-11%
COC(=O)c1c(-c2ccc(Cl)cc2)noc1N1CCN(c2ccc(F)cc2)CC1,?,-10%,-9%
COc1cc(NC(=O)c2nn(C)c3c2COc2ccccc2-3)cc(OC)c1OC,-3%,-6%,5%
COc1ccc(C)cc1NC(=O)NCCn1nnc2cc(S(=O)(=O)N(C)C)ccc21,2%,5%,2%
COc1ccc2c(c1)c1c(c(=O)n(-c3ccc(OC)c(OC)c3)c(=O)n1CC(=O)N1CCCC1)n2C,-4%,5%,3%
CCOC(=O)c1c(C)[nH]c(C)c1S(=O)(=O)N(C)CC(=O)N1CCN(c2ccc(Cl)cc2)CC1,-1%,1%,-11%
Cc1ccc(NC(=O)Nc2nnc(N(CC(C)C)CC(C)C)s2)cc1Cl,-2%,-17%,-6%
Cc1ccc(CNC(=O)C(=O)NCC(c2cccs2)S(=O)(=O)c2ccccc2)cc1 (stereo not drawn),-1%,12%,3%
COc1ccc2c(c1)CC(NC(=O)Nc1cc(Cl)ccc1OC)CO2 (stereo not drawn),?,-1%,?
O=C(CCC1N=C2c3ccccc3N=C(SCc3ccccc3F)N2C1=O)NC1CCCCC1 (stereo not drawn),2%,-7%,-10%
Cc1ccc(NC(=O)Cc2c(C(=O)O)c(C)cn2C)cc1Cl,0%,-3%,-1%
Cc1ccc(C)c(NC(=O)Cn2c(=O)n(Cc3ccccc3)c(=O)c3oc4ccccc4c32)c1,-9%,8%,-8%
COc1ccc(Cl)cc1-n1nnc(-c2nc(-c3ccccc3)no2)c1C,-15%,6%,-11%
CSc1nn(Cc2ccccc2C)c(NC(C)=O)c1S(=O)(=O)c1ccc(C)cc1,-11%,11%,-20%
O=C(NC1CC(=O)N(c2ccc(F)cc2)C1)c1ccc(S(=O)(=O)N2CCOCC2)cc1 (stereo not drawn),-9%,9%,1%
CCOc1ccc(C2C(=O)N(C3CCCCCC3)CC(=O)N2Cc2ccccc2)cc1OC (stereo not drawn),6%,-1%,-1%
CC(=O)c1ccc(NC(=O)c2cccc(NC(=O)N3CCSc4ncccc43)c2)cc1,?,17%,7%
O=C(Cn1c(-c2cccs2)cc2ccccc21)NCCCN1CCN(c2cccc(Cl)c2)CC1,10%,?,?
CCOC(=O)C1CCCN(C(=O)c2cccc(NC(=O)c3nsc4ccccc34)c2)C1 (stereo not drawn),7%,-12%,-16%
CC1CCN(S(=O)(=O)c2ccc3c(ccc(=O)n3CC(=O)NCc3ccccc3)c2)CC1,-5%,3%,-21%
CCn1c(NCc2ccc(OC)cc2)nc2ccccc21,1%,1%,-1%

Assay outcomes as filed in PubChem BioAssay.
